Assay outcomes deposited in PubChem BioAssay by NCI.
All columns: NCI-60 one-dose screen, growth in % after 48 h at 10 µM unless noted; 100 = growth as untreated, 0 = no growth, -100 = all killed.
SK-MEL-2 = SK-MEL-2 melanoma; AID 1794763; 77,000 compounds, 4.7% hits
MDA-MB-435 = MDA-MB-435 melanoma. AID 1794794. 82,000 compounds, 7.8% hits
UACC-257 = UACC-257 melanoma; 78,000 compounds, 4.4% hits
SK-MEL-5 = SK-MEL-5 melanoma; 80,000 compounds, 6.4% hits; AID 1794755
SK-MEL-28 = SK-MEL-28 melanoma. 81,000 compounds, 4.1% hits. AID 1794761
UACC-62 = UACC-62 melanoma. 81,000 compounds, 5.4% hits
MALME-3M = MALME-3M melanoma; 78,000 compounds, 5.8% hits; AID 1794766
LOX IMVI = LOX IMVI melanoma; AID 1794757; 79,000 compounds, 7.4% hits
An asterisk follows results filed as active; . = no result given; [ ] = remark or other dose. How the source made its calls: active means growth percent below 10; inactive means the rest.

The opening two entries, to show the layout:
#1 COc1cc2nc(-c3ccc(C(F)(F)F)cc3)cc(OCCCN3CCCC3)c2cc1OC
#2 Fc1ccc(-c2cs/c(=N\N=C\c3ccc(Cl)cc3)n2/N=C/c2ccc(Cl)cc2)cc1
screen / no.,1,2
SK-MEL-2,49.3,89.9
MDA-MB-435,-21.1*,108.0
UACC-257,22.7,71.2
SK-MEL-5,-18.2*,103.0
SK-MEL-28,71.9,108.6
UACC-62,-25.0*,91.2
MALME-3M,51.2,102.6
LOX IMVI,-53.1*,95.8

This part in full (from the top)
#1 COc1cc2nc(-c3ccc(C(F)(F)F)cc3)cc(OCCCN3CCCC3)c2cc1OC
#2 Fc1ccc(-c2cs/c(=N\N=C\c3ccc(Cl)cc3)n2/N=C/c2ccc(Cl)cc2)cc1
#3 CCCCNCC(=O)Nc1cc(NC(=O)CNCCCC)c(C)c(NC(=O)CNCCCC)c1
#4 O=C1[C@@H]2Cc3c([nH]c4ccccc34)[C@@H](c3ccc(Cl)cc3)N2C(=O)CN1C1CCN(Cc2c(F)cccc2F)CC1
#5 Cc1ccccc1N1C(c2ccccc2)=NNC12C=CC(=O)c1c(O)cccc12 (configuration not stated)
#6 CCOC(=O)CCNc1nc(N)nc(N(C)Cc2ccccc2)c1C=O
#7 CCC(C)N(c1ccc(Cl)cc1)c1nc(-c2ccc([N+](=O)[O-])cc2)cs1 (configuration not stated)
#8 CC1(C)CC(=O)C2=C(C1)N(c1ccc(F)cc1F)C(N)=C(C#N)C2c1cc(Cl)ccc1Br (configuration not stated)
screen / no.,1,2,3,4,5,6,7,8
SK-MEL-2,49.3,89.9,101.0,67.6,.,101.4,100.4,96.4
MDA-MB-435,-21.1*,108.0,110.1,46.9,-89.5*,102.3,99.2,99.6
UACC-257,22.7,71.2,78.6,51.1,45.3,108.3,100.9,98.4
SK-MEL-5,-18.2*,103.0,100.2,48.8,-26.3*,107.3,105.8,96.1
SK-MEL-28,71.9,108.6,117.4,64.8,101.8,116.4,107.7,109.2
UACC-62,-25.0*,91.2,96.7,40.7,12.0,108.7,86.5,98.9
MALME-3M,51.2,102.6,111.4,88.8,75.1,.,98.5,100.7
LOX IMVI,-53.1*,95.8,103.9,21.3,7.1*,100.1,87.9,93.4

#9 Cn1c(=S)c2[nH]c(SCCCC(=O)c3ccc(F)cc3)nc2n(C)c1=O
#10 COc1ccc(-n2c(/C=C/c3ccc(O)c(OC)c3)cc(/C=C/c3ccc(O)c(OC)c3)nc2=O)cc1
#11 CCOC(=O)c1ccc2n1CCCc1cnc(NC3CCCC3)nc1-2
#12 COC(=O)[C@@H]1CC[C@]2(C)[C@H](CC[C@@H]3O[C@@]32C)[C@@]1(C)CC(=O)c1ccoc1
#13 CCC#CC[C@H](O)C/C=C1/C(=O)C=C[C@@H]1C/C=C\CCCC(=O)O
#14 Cc1n[nH]c(C)c1N=Nc1ccc(C(c2ccc(N=Nc3c(C)n[nH]c3C)cc2)(c2ccc(N=Nc3c(C)n[nH]c3C)cc2)c2ccc(N=Nc3c(C)n[nH]c3C)cc2)cc1 (configuration not stated)
#15 CCCCOc1ccc(NC(=O)n2nc(N)c3cc(N)ccc32)cc1
#16 C#CCOc1ccc2ncnc(N3CCN(C(=O)C=C)CC3)c2c1
screen / no.,9,10,11,12,13,14,15,16
SK-MEL-2,70.6,84.9,103.7,78.2,101.9,102.0,70.0,103.9[8.25 µM]
MDA-MB-435,85.3,29.6,94.7,103.8,98.2,110.2,65.2,100.3[8.25 µM]
UACC-257,78.0,82.2,115.5,88.4,94.9,108.4,87.8,89.9[8.25 µM]
SK-MEL-5,51.1,.,97.6,97.4,.,98.0,99.5,88.6[8.25 µM]
SK-MEL-28,104.1,58.5,92.7,104.4,.,118.3,118.1,99.2[8.25 µM]
UACC-62,64.9,68.1,91.2,89.5,.,96.4,73.6,91.3[8.25 µM]
MALME-3M,70.4,85.0,89.2,97.7,112.4,100.6,98.1,133.3[8.25 µM]
LOX IMVI,78.3,13.0,96.6,98.6,92.0,99.9,79.4,94.4[8.25 µM]

#17 CCCC(=O)OCC1OC(n2cnc3c(=S)nc(N)[nH]c32)C(OC(=O)CCC)C1OC(=O)CCC (configuration not stated)
#18 Cc1cc2nc3c4cc(F)ccc4n(CC#N)c3nc2cc1C
#19 O=C1Nc2ccccc2/C1=N/n1c(N/N=C/c2nc(Br)cs2)n[nH]c1=S
#20 N=C(N)c1ccc(-c2ccc(-c3ccc(Cl)cc3Cl)s2)cc1
#21 O=c1[nH]c2ccccc2n1CCCN1CCN(C(c2ccccc2)c2ccccc2)CC1
#22 c1ccc(CC2(Cc3ccccc3)N=C(c3ccccc3)C(c3ccccc3)=N2)cc1
#23 C=C(C)[C@@H]1CC[C@]2(CO)CC[C@]3(C)[C@H](CC[C@@H]4[C@@](C)(CCCN)[C@H](C(=C)C)CC[C@]43C)[C@@H]12
#24 Cc1ccc(C(=O)Nc2ccc(CNCCN3CCOCC3)c(C(F)(F)F)c2)cc1C#Cc1cnc2cccnn12
screen / no.,17,18,19,20,21,22,23,24
SK-MEL-2,15.0,104.1,116.1,104.3,103.8,79.9,-61.6*,-7.3*
MDA-MB-435,36.3,103.4,106.7,-2.3*,86.5,77.5,-97.0*,-28.0*
UACC-257,.,113.6,114.4,88.0,73.6,65.9,-78.9*,-45.3*
SK-MEL-5,42.8,89.2,100.1,89.3,94.9,36.2,-87.5*,-85.9*
SK-MEL-28,75.8,107.3,113.4,105.2,91.8,87.0,-98.3*,-6.5*
UACC-62,8.4*,83.0,94.1,74.8,96.9,76.3,-88.6*,15.1
MALME-3M,29.9,81.9,107.2,73.9,86.3,77.5,-94.7*,-44.6*
LOX IMVI,12.0,.,111.5,-89.3*,110.4,78.8,-97.8*,-85.6*

#25 CNC(=O)NC(=O)CC#N
#26 OC1CCC2CCCCC2C1 (configuration not stated)
#27 CC1(C)OC2OC3C(CNCCO)OC(c4ccccc4)OC3C2O1 (configuration not stated)
#28 O=C(CCCC(=O)Nc1ccc(-n2nnc3cc(Cl)c(Cl)cc32)cc1)Nc1ccc(-n2nnc3cc(Cl)c(Cl)cc32)cc1
#29 COc1ccc(Cn2cc3c(c2-c2cc(OC)c(OC)c(OC)c2)CCc2cnoc2-3)cc1N
#30 CCCCCCCCCCCC1=NC(CO)(CO)CO1
#31 O=C(NNc1nc2cc(F)ccc2n2c(CN3CC4CNCC4C3)ccc12)c1cnccn1 (configuration not stated)
#32 CCN1CC2=C(Nc3nc(SC)[nH]c(=O)c3C2c2ccc(Cl)cc2)/C(=C/c2ccc(Cl)cc2)C1 (configuration not stated)
screen / no.,25,26,27,28,29,30,31,32
SK-MEL-2,112.8,100.1,97.6,53.8,37.1,106.4,30.9,87.5
MDA-MB-435,120.1,107.8,109.2,51.2,-37.0*,102.1,26.1,73.8
UACC-257,97.5,94.4,105.8,66.5,65.9,.,13.7,92.2
SK-MEL-5,103.3,102.0,112.9,42.2,-17.9*,104.3,11.2,72.2
SK-MEL-28,109.0,107.9,107.0,57.9,62.0,110.4,31.5,103.7
UACC-62,93.3,101.5,101.4,30.8,50.5,97.9,1.8*,77.9
MALME-3M,105.2,78.5,107.7,48.2,.,107.4,18.9,93.1
LOX IMVI,101.8,102.5,109.2,50.9,18.7,99.2,7.7*,78.1

#33 O=Cc1c(OCc2cnnn2CC(=O)Nc2ccc(F)cc2)ccc2ccccc12
#34 CS/C(Nc1ccccc1)=C(\C#N)C(=O)c1ccccc1
#35 c1cnc2c(c1)CCCC2
#36 CCC(C(=O)O)C(=O)O
#37 O=CC#Cc1ccccc1
#38 CC(C)(CO)CN1CCCC1
#39 CC(C)C1=C[C@@]23CC[C@@H]4[C@](C)(CCC[C@]4(C)C(=O)N4CCOCC4)[C@H]2C[C@@H]1[C@H]1C(=O)OC(=O)[C@H]13
#40 Cc1ccc(S(=O)(=O)Nc2ccc(-c3cnc(N)[nH]3)cc2)cc1
screen / no.,33,34,35,36,37,38,39,40
SK-MEL-2,102.9,96.8,110.2,107.0,98.5,94.5,90.2,.
MDA-MB-435,103.1,108.5,99.8,97.1,110.4,102.7,102.8,97.3
UACC-257,99.7,73.8,84.2,116.3,107.2,91.1,103.6,.
SK-MEL-5,96.0,101.1,112.2,96.9,115.5,103.6,93.6,99.2
SK-MEL-28,103.4,103.9,100.8,107.4,100.7,103.0,101.9,99.1
UACC-62,88.6,87.4,100.2,105.8,90.5,121.0,79.4,85.7
MALME-3M,95.3,101.9,110.3,92.6,101.1,92.8,103.4,86.7
LOX IMVI,89.4,89.3,105.3,96.1,92.1,97.9,83.2,96.8

#41 COc1ccc2c(NCCCCCCCCNc3c4ccccc4nc4cc(OC)ccc34)c3ccccc3nc2c1
#42 COc1ccc(/C=C/c2nc(Oc3ccc(-c4ccn[nH]4)cc3)c3ccccc3n2)cc1
#43 Cc1ccc2c(c1)/C(=N/c1nc(-c3ccccc3Cl)cs1)C(=O)N2
#44 Cc1ccccc1C(N)=O
#45 COc1ccc(-c2cn3c(C(=O)Nc4ccccc4Cl)c(-c4ccccc4)c4c3n2CCCC4)cc1
#46 COc1ccc(-c2nc3c(c(-c4ccccc4)nn3-c3ccccc3)c(-c3ccc(N4CCN(C)CC4)cc3)c2C#N)cc1
#47 N#Cc1c(Nc2ccc(Br)cc2)n[nH]c1-c1cccs1
#48 O=C(NNC(=O)c1ccc(NC(=O)c2ccccn2)cc1)NC1CCCCC1
screen / no.,41,42,43,44,45,46,47,48
SK-MEL-2,-67.3*,114.7,99.1,111.1,103.8,105.8,107.9,100.6
MDA-MB-435,-100.0*,100.8,106.7,116.0,80.0,93.9,86.1,99.3
UACC-257,-88.8*,104.7,114.1,99.0,91.3,95.5,97.6,105.3
SK-MEL-5,-100.0*,.,100.2,95.7,84.0,97.8,90.8,104.7
SK-MEL-28,-100.0*,103.9,107.2,114.2,91.6,97.5,86.9,102.9
UACC-62,-100.0*,82.8,92.1,103.9,93.2,100.2,67.5,96.9
MALME-3M,-98.1*,97.5,101.6,105.2,.,94.6,86.9,104.7
LOX IMVI,-98.6*,91.1,97.1,96.2,66.1,69.2,83.6,101.2

#49 Cc1ccc(/C=C2/COC/C(=C\c3ccc(C)cc3)C2=O)cc1
#50 O=c1[nH]c2nc(Br)[nH]c(=O)c2[nH]1
#51 Cc1ccc(C2N3C(=O)CC[C@@H]3O[C@@H]3CCC(=O)N23)cc1 (some centres not stated)
#52 CC1(C)OB(c2ccccc2NC(=O)Nc2ccc(F)cc2)OC1(C)C
#53 COc1cc2c(c(OC)c1)C1c3ccccc3NC(=O)N1CC2 (configuration not stated)
#54 CCCCCCC(=O)OCC(C)O (configuration not stated)
#55 CCOc1ccc2nc(C)cc(Nc3ccc(S(=O)(=O)N=C(N)N)cc3)c2c1
#56 CCOC(=O)/C(C#N)=C/c1cccc(C)c1
screen / no.,49,50,51,52,53,54,55,56
SK-MEL-2,111.0,114.5,101.5,107.1,.,87.4,90.1,106.0
MDA-MB-435,111.8,105.3,101.7,99.6,-48.8*,102.6,104.3,107.4
UACC-257,92.0,107.6,103.8,.,56.4,80.3,100.2,104.1
SK-MEL-5,106.0,107.6,104.2,94.6,15.7,99.7,105.2,100.5
SK-MEL-28,109.3,109.9,104.8,102.7,49.8,104.9,115.9,109.5
UACC-62,92.3,97.7,104.3,97.6,15.6,95.6,95.1,92.0
MALME-3M,112.7,123.7,103.6,108.7,28.5,79.1,94.6,96.0
LOX IMVI,108.6,84.8,94.9,103.6,41.3,104.5,90.0,94.8

#57 Cc1c(C(=O)NNC(=O)Nc2ccc(Cl)cc2)nnn1-c1ccc(F)cc1
#58 CCC(C)C1OC1(C)C1(O)C(C)=CC2CC(C(=O)OC)=CCC2C1/C=C/C=C/C=C/C(=O)O (configuration not stated)
#59 O=[N+]([O-])c1ccc(Oc2ccc(Cl)cc2)cc1
#60 Cc1nc(-c2ccccc2)n2nc(-c3ccccc3)cc2n1
#61 COc1cc(CNC(=O)CCCC/C=C/C(C)C)ccc1OCc1cn(-c2ccc(C)cc2)nn1
#62 COc1cc(NC(=O)CCSc2nc3ccc(C)cc3c(=O)n2-c2ccccc2)cc(OC)c1OC
#63 CCCCOCc1cc(CN2CCN(C)CC2)c(O)c2ncccc12
#64 c1cc(SSc2ccncc2)ccn1
screen / no.,57,58,59,60,61,62,63,64
SK-MEL-2,102.4,105.7,97.9,97.8,91.9,92.1,97.7,101.7
MDA-MB-435,98.4,83.6,101.3,103.0,109.0,91.4,80.8,96.0
UACC-257,98.0,94.7,101.5,97.5,88.2,95.3,51.4,92.1
SK-MEL-5,97.2,51.6,105.6,.,86.8,91.5,50.6,100.6
SK-MEL-28,98.7,91.6,109.5,102.8,113.8,107.7,74.7,97.2
UACC-62,85.1,67.0,101.6,90.5,70.2,76.3,53.0,94.8
MALME-3M,92.1,114.5,99.9,94.2,109.8,87.4,93.4,89.2
LOX IMVI,.,61.8,99.0,.,85.1,38.3,35.9,96.7

A few values from above:
#21 in SK-MEL-2 → 103.8
#12 in SK-MEL-28 → 104.4
#5 in UACC-257 → 45.3

(listing goes on)
#65 Cn1ncc2ncc(-c3ccc4ncc(C#N)c(N5CCc6cc(F)c(Cl)cc65)c4c3)cc21
#66 C=C(C)[C@@H]1CC[C@]2(CN)CC[C@]3(C)[C@H](CC[C@@H]4[C@@]5(C)CCC(=O)NC(C)(C)[C@@H]5CC[C@]43C)[C@@H]12
#67 NC(N)=Nc1ccc(Oc2cccc(Nc3ccc(Br)c(C(F)(F)F)c3)c2)cc1
#68 CC(=O)n1nc(C(=O)OCc2ccccc2)c2ccccc21
#69 Cc1cc(=O)[nH]c(=O)[nH]1
screen / no.,65,66,67,68,69
SK-MEL-2,47.6,98.8,35.6,99.7,102.6
MDA-MB-435,27.1,92.7,8.6*,102.5,102.9
UACC-257,54.9,29.6,0.2*,114.5,92.5
SK-MEL-5,39.5,61.6,22.5,94.3,103.9
SK-MEL-28,48.4,89.2,58.3,105.3,100.3
UACC-62,20.8,82.5,7.2*,102.7,95.4
MALME-3M,39.5,-14.1*,.,99.5,90.5
LOX IMVI,19.3,.,-97.1*,87.3,95.2
